# CD40 NFkB inh: CD40 pathway inhibition in BL2 cells; BL2 NF-kB luciferase reporter, CD40L-induced, 4 h; inhibition, % at 10 µM; actives 0.94% (n = 83,000);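 active = mean inhibition of at least 50% with a set share of replicates also reaching that level; inconclusive = no clear call, values can overlap the other calls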;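 also: 0% = neutral control wells and 100% = IKK inhibitor VII at 50 µM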
# * hit, by the source's call; ? = inconclusive; [ ] = dose if it differs, or a comment.
# Preview, 6 compounds:
SMILES,CD40 NFkB inh
FC(F)(F)c1cc(-c2ccccn2)nc2cc(-c3ccccc3)nn12,1
CO[C@H](C(=O)N(C)C[C@@H]1OCc2ccccc2-c2ccccc2C(=O)N([C@H](C)CO)C[C@H]1C)c1ccccc1,-2[25 µM]
CN1C(=O)c2cc(NC(=O)c3ccc(F)c(F)c3)ccc2OC[C@H]2O[C@@H](CC(=O)N3CCCCC3)CC[C@@H]21,-19[25 µM]
Nc1nccnc1C(=O)OCC(=O)C12CC3CC(CC(C3)C1)C2,8
CSc1nc2ccsc2c(=O)n1-c1cccnc1,6
CCOC(=O)/C(C#N)=C/c1cccc(F)c1,0

# The list itself, repeating the preview:
SMILES,CD40 NFkB inh
FC(F)(F)c1cc(-c2ccccn2)nc2cc(-c3ccccc3)nn12,1
CO[C@H](C(=O)N(C)C[C@@H]1OCc2ccccc2-c2ccccc2C(=O)N([C@H](C)CO)C[C@H]1C)c1ccccc1,-2[25 µM]
CN1C(=O)c2cc(NC(=O)c3ccc(F)c(F)c3)ccc2OC[C@H]2O[C@@H](CC(=O)N3CCCCC3)CC[C@@H]21,-19[25 µM]
Nc1nccnc1C(=O)OCC(=O)C12CC3CC(CC(C3)C1)C2,8
CSc1nc2ccsc2c(=O)n1-c1cccnc1,6
CCOC(=O)/C(C#N)=C/c1cccc(F)c1,0
CN(C)CC(=O)N1[C@@H]2c3ccc(-c4cccnc4)c(=O)n3C[C@H]1[C@H](CO)[C@H]2C(=O)NC1CCC1,-1
CCOC(=O)c1cc(S(=O)(=O)N2CCN(C3CCCCC3)CC2)cn1C,9
CC(C)NC(=O)N1[C@H](C#N)[C@@H](c2ccc(C#CC3CCCC3)cc2)[C@@H]1CO,-7
CN(C)C(CNC(=O)c1ccc2nc[nH]c2c1)c1ccccc1 (stereo not drawn),-24
Cc1cccc(CSc2nc3c(c(-c4cccs4)c2C#N)CN(C)CC3)c1,23
Nc1ccc(S(=O)(=O)NN=Cc2ccccc2[N+](=O)[O-])cc1,0
O=C(COC(=O)c1nc(Cl)ccc1Cl)Nc1ccc(Cl)cc1,3
O=C(Nc1ccccc1)[C@H]1[C@H](CO)[C@H]2Cn3c(cccc3=O)[C@@H]1N2Cc1ccncc1,-4[25 µM]
CCOc1ccc(CN(C)C(=O)c2ccc(S(=O)(=O)N(C)c3ccccc3OC)cc2)cc1,-17
CC(NCc1ccc2c(c1)OCO2)C(=O)N1CCc2ccccc21 (stereo not drawn),10
COc1cccc(CN(C)S(=O)(=O)c2ccc3c(c2)OCCO3)c1,-1
O=C(NCCCO)C(=O)Nc1ccc2c(c1)N(S(=O)(=O)c1cccs1)CCC2,-1
CCOCC(=O)Nc1nnc(SCCOC)s1,-5
O=C(C1CC1)N1C[C@H]2[C@@H](c3ccccc31)[C@H](CO)N2C(=O)Nc1cccc(F)c1,7
C/C=C/c1ccc([C@@H]2[C@@H](CO)N(CCC(F)(F)F)C23CN(C(=O)CC2CC2)C3)cc1,14[25 µM]
O=C(Cc1cccnc1)N1CC(=O)N2[C@H](C1)[C@@H](c1ccc(C#CC3CCCCC3)cc1)[C@@H]2CO,-6[25 µM]
CC(C)N1CCN(Cc2ccccc2-c2ccco2)CC1CCO (stereo not drawn),3
Clc1ccc(SCc2cc(-c3ccccc3)on2)cc1,-13
CC(=O)c1c(C(C)=O)c(C)n(C(c2ccccc2)c2ccccc2)c1C,19

# Further compounds:
SMILES,CD40 NFkB inh
COc1ccc2c3c(n(C)c2c1)[C@@H](CO)N(C)CC31CCN(S(=O)(=O)c2cccc(F)c2)CC1,3[25 µM]
O=c1cc(C(F)(F)F)[nH]c2ccc(OC(F)(F)F)cc12,13
CN(Cc1c(F)cccc1Cl)C(=O)CNC(=O)c1ccc2c(c1)OCO2,-18
O=C(Nc1ccccc1N1CCOCC1)C1CCN(S(=O)(=O)c2ccccc2F)CC1,13
CC1CCN(Cc2nnnn2CCCC(=O)NCCN2CCOCC2)CC1,-1
COc1ccc(COn2nnc3ccc(S(=O)(=O)N4CCOCC4)cc32)cc1F,3
CC(c1ccccc1)C1NC(C(=O)O)CS1 (stereo not drawn),-1
Cn1c(=O)c2c(nc(N3CCOCC3)n2C/C=C/c2ccccc2)n(C)c1=O,7
N#Cc1ccc(-c2cccc(-c3nc(C(=O)O)cc4c3[C@H](CCO)N(CC3CCOCC3)C4)c2)cc1,3[25 µM]
CN(C)c1ccc(CNc2ncn[nH]2)cc1,7
CC(C)CN1CCN(Cc2ccc(CN3CCCCC3)s2)CC1CCO (stereo not drawn),9
Cc1cc(C(=O)COC(=O)CCc2nc3ccccc3s2)c(C)n1C,-17
C[C@@H](O)C#Cc1ccc([C@H]2[C@H](CO)N3CCCCN(CC4CC4)C[C@@H]23)cc1,13[25 µM]
CCc1noc(C)c1C(=O)Nc1nc2ccc(S(C)(=O)=O)cc2s1,-30
Cc1cccnc1CN1CCN(Cc2nc(C(c3ccccc3)c3ccccc3)no2)CC1,2
C=C(C)CSc1nc2c(c(=O)[nH]c(=O)n2C)n1CCC(C)C,3
Cc1nn(C)cc1S(=O)(=O)NC1CCCC1,9
C[C@H]1CN([C@@H](C)CO)C(=O)c2ccccc2-c2ccccc2CO[C@H]1CN(C)C(=O)[C@@H](Cc1ccccc1)N(C)C,?
O=C(CSc1ncccc1C(=O)O)NCCC1=CCCCC1,7
COc1ccc(/C=N/OCC(=O)OCC(=O)N(C)c2ccccc2)cc1,-2
C[C@@H]1CN([C@H](C)CO)C(=O)CCCn2cc(nn2)CO[C@H]1CN(C)C(=O)Nc1ccc(-c2cccs2)cc1,-21[25 µM]
C[C@@H]1CCCCO[C@@H](CN(C)S(=O)(=O)c2ccccc2)[C@H](C)CN([C@@H](C)CO)C(=O)c2cc(NS(=O)(=O)c3ccc(Cl)cc3)ccc2O1,22
CCN(CC)S(=O)(=O)c1ccc(NC(=O)COC(=O)c2ccc(NC(=O)CC#N)cc2)cc1,10
COc1cc(OC)c(C(=O)CCC(=O)O)cc1OC,2
CCCC(=O)N=c1sc2cccc(F)c2n1C,-17

# An excerpt from above in order of SMILES length, smallest number first:
SMILES,CD40 NFkB inh
CCCC(=O)N=c1sc2cccc(F)c2n1C,-17
O=C(CSc1ncccc1C(=O)O)NCCC1=CCCCC1,7
Cn1c(=O)c2c(nc(N3CCOCC3)n2C/C=C/c2ccccc2)n(C)c1=O,7

# The list continues.
SMILES,CD40 NFkB inh
COCCNC(=S)N(CCc1c(C)[nH]c2ccc(Cl)cc12)Cc1cccs1,7
O=C(C[C@H]1CC[C@@H](NC(=O)Nc2ccc(C(F)(F)F)cc2)[C@H](CO)O1)NCc1cccc(F)c1,-15[25 µM]
Cc1cccc(NS(=O)(=O)c2cccc(C(=O)NCc3ccccc3CN3CCOCC3)c2)c1,0
OCC1(Cc2cccc(Cl)c2)CCCN(Cc2ccc3cc(F)ccc3n2)C1 (stereo not drawn),9
COc1ccc(OC)c2[nH]c(C(=O)O)cc12,3
CC(C)NC(=O)Nc1ccc2c(c1)C(=O)N([C@H](C)CO)C[C@H](C)[C@H](CN(C)CC1CC1)O2,-10[25 µM]
COc1ccc(C(=O)CSc2nnc(Cc3ccccc3)o2)cc1,6
CCCN1C[C@H](C)[C@H](OC)CN(C)C(=O)c2cc(NC(=O)C3CCC3)ccc2OC[C@H]1C,-1[25 µM]
C[C@@H](NC(=O)C[C@H]1CC[C@H]2[C@@H](COc3ccc(NC(=O)C4CCOCC4)cc3C(=O)N2C)O1)c1ccccc1,-2[25 µM]
CCN1CCN(c2ccc(S(=O)(=O)N3CCOCC3)cc2NC(=O)c2ccccc2SC)CC1,-4
O=C(C1CCN(S(=O)(=O)c2cccc3nsnc23)CC1)N1CCCCC1,6
CC1=C(SCc2ccccc2)C(=O)c2ccccc2C1=O,8
COc1cc2cc(C)c(Br)c(OC)c2cc1OC,10
CC=Cc1ccc2n(c1=O)C[C@H]1N[C@@H]2[C@@H](C(=O)NC2CCCCC2)[C@@H]1CO (mixture of isomers),-3
O=c1c2c(ncn1Cc1ccccc1)nc1n2CCC1,10
COC(=O)c1ccc(CN2CC(=O)N3[C@H](CO)[C@H](c4ccc(-c5cccnc5)cc4)[C@H]3C2)cc1,-14[25 µM]
COc1ccc(CNC(=S)Nc2ccc(S(N)(=O)=O)cc2)cc1,12
CCC(=O)Nc1ccc(Cl)c(NC(=O)C(C)C)c1,7
O=C(N1CCCCC1)N1CCN(S(=O)(=O)c2ccccc2)CC1,2
CN(C(=O)COc1ccccc1C(=O)NCc1ccccc1)C1CCS(=O)(=O)C1 (stereo not drawn),1
CCOC(=O)N1CN(C(=O)OCC)CN(C(=O)OCC)C1,10
O=C1NC2(Nc3ccccc31)C(=O)Nc1ccc(Br)cc12 (stereo not drawn),-36
COC(=O)N(C)C[C@H]1OCc2ccccc2-c2ccccc2C(=O)N([C@@H](C)CO)C[C@@H]1C,-10
CCNC(=O)n1nccc1C(C)Oc1ccccc1 (stereo not drawn),1
C[C@H]1CN([C@@H](C)CO)S(=O)(=O)c2ccc(C#CC3CC3)cc2O[C@@H]1CN(C)C(=O)CN(C)C,0[25 µM]

# Look-ups from the entries so far:
# CD40 NFkB inh result of O=C(CSc1ncccc1C(=O)O)NCCC1=CCCCC1 reads 7
# CD40 NFkB inh result of COc1ccc(C(=O)CSc2nnc(Cc3ccccc3)o2)cc1 reads 6

# Later entries.
SMILES,CD40 NFkB inh
COc1ccc(S(=O)(=O)Nc2ccc3c(c2)C(=O)N([C@@H](C)CO)C[C@@H](C)[C@@H](CN(C)Cc2ccc(C(F)(F)F)cc2)OCCCC[C@@H](C)O3)cc1,57*[25 µM]
O=C(Nc1cc(F)ccc1F)N1CC(=O)N2[C@H](CO)[C@@H](c3ccc(/C=C/c4ccccc4)cc3)[C@@H]2C1,-11[25 µM]
Cc1ccc(OC(=O)N(C)C[C@@H]2OCc3cn(nn3)CCCC(=O)N([C@H](C)CO)C[C@H]2C)cc1,0
C[C@@H]1CN([C@@H](C)CO)C(=O)c2cc(NC(=O)Nc3ccc4c(c3)OCO4)ccc2O[C@@H](C)CCCCO[C@H]1CN(C)S(=O)(=O)c1ccccc1,-6[25 µM]
COC(=O)C[C@H]1CC[C@@H](N)[C@@H](CO)O1,5[25 µM]
CCN(Cc1ccccc1)C(=O)C1CCN(CC2CC=CCC2)CC1 (stereo not drawn),10
CCC(=O)N1CCc2cc(Br)c(S(=O)(=O)CCC(=O)NCCOC)cc21,9
CCCOC1CCCN(Cc2nc(-c3cnccn3)no2)C1 (stereo not drawn),9
O=C(NCC(c1cccnc1)N1CCOCC1)Nc1ccccc1 (stereo not drawn),5
COc1ccc(C(=O)N2C[C@H]3[C@@H](c4ccccc42)[C@H](CO)N3Cc2ccccc2Cl)cc1,1[25 µM]
COc1ccc(Cc2nnc(NS(=O)(=O)c3ccccc3)s2)cc1,-3
O=C(CNc1cccc(S(=O)(=O)N2CCCC2)c1)Nc1cccc(C(F)(F)F)c1,16
COc1ccccc1NC(=O)Nc1nc(CC(=O)N2CCN(c3ccc(F)cc3)CC2)cs1,5
CCc1nnc(NC(=O)C2CCN(c3ncnc4sc(C)c(C)c34)CC2)s1,8
FC(F)(F)c1ccc(-c2noc(CN3CCCN(C4CCCCC4)CC3)n2)cc1,6
CO[C@H](CN(C)C(=O)C1CCOCC1)[C@H](C)CN([C@H](C)CO)S(=O)(=O)c1ccccc1,4[25 µM]
COc1ccc(C2=NOC(CNC(N)=S)C2)cc1 (stereo not drawn),-50
COc1ccc(N2CCN(C(CNC(=O)c3ccco3)c3ccco3)CC2)cc1 (stereo not drawn),-4
O=C(C[C@H]1C[C@@H]2c3cc(NC(=O)C4CCC4)ccc3O[C@@H]2[C@H](CO)O1)NCCc1ccccc1,3[25 µM]
O=C(C[C@@H]1C=C[C@@H](NC(=O)c2ccncc2)[C@H](CO)O1)NCC1CC1,0[25 µM]
O=C(CCCC(=O)NN=Cc1ccccc1Cl)NN=Cc1ccccc1Cl,-4
Cc1ccc(-n2ncc(C#N)c2/N=C/N(C)C)cc1,8
COc1ccccc1C(=O)NC(=O)COC(=O)c1cnc(C)cn1,-2
Cc1nnc(SCc2ccc(C(=O)c3ccc(Cl)cc3)o2)n1-c1ccccc1,-20
CSc1ccc(CN2CCC(N3CC(C)OC(C)C3)CC2)cc1 (stereo not drawn),5

# (list continues)
SMILES,CD40 NFkB inh
O=C(Nc1cccc(-c2nc3ccccc3s2)c1)c1cccs1,-26
Cc1csc2c(N3CCC(C(=O)O)CC3)ncnc12,2
O=C(NCCOc1ccccc1)c1ccccc1[N+](=O)[O-],-22
COc1ccc(S(=O)(=O)N2CCN(CC3CC=CCC3)CC2)cc1 (stereo not drawn),2
C[C@H](CO)N1C[C@H](C)[C@@H](CN(C)Cc2cncnc2)Oc2cc(-c3ccccc3)ccc2S1(=O)=O,5[25 µM]
CC(C)(C)NC(=O)C(OC(=O)c1cccs1)c1ccc(F)cc1 (stereo not drawn),8
Cc1cc(C(F)(F)F)c2c(N)c(C(=O)Nc3cc(C)on3)sc2n1,-6
O=S(=O)(c1ccccc1)N(C1=NCCS1)S(=O)(=O)c1ccccc1,8
O=[N+]([O-])c1ccc(CSc2nnc3ccccn23)cc1,2
C/C=C/c1cnc2c(c1)C(=O)N([C@@H](C)CO)C[C@@H](C)[C@H](CN(C)CC1CCOCC1)O2,-8[25 µM]
O=c1c2ccccc2n2nnnc2n1-c1ccccc1,6
COCCN(CCOC)C(=O)Nc1ccc(Cl)cc1,-22
C[C@@H]1CN([C@@H](C)CO)C(=O)CCCn2cc(nn2)CO[C@H]1CN(C)C(=O)Nc1ccc(N2CCCCC2)cc1,-9[25 µM]
Cc1nc(SCC(=O)NC2(C#N)CCCC2)n(CC(C)C)c1C,7
COCCn1c(C)c(C)c(S(=O)(=O)c2ccccc2)c1N,10
O=C(Nc1ccc2c(c1)[C@H]1C[C@H](CC(=O)N3CCCCC3)O[C@H](CO)[C@H]1O2)NC1CCCCC1,-5[25 µM]
CCc1c(C(=O)N/N=C/c2ccsc2)csc1C,-44

# Shown with the structure last: four of the compounds above.
CD40 NFkB inh	SMILES
8	CC(C)(C)NC(=O)C(OC(=O)c1cccs1)c1ccc(F)cc1 (stereo not drawn)
-9[25 µM]	C[C@@H]1CN([C@@H](C)CO)C(=O)CCCn2cc(nn2)CO[C@H]1CN(C)C(=O)Nc1ccc(N2CCCCC2)cc1
-44	CCc1c(C(=O)N/N=C/c2ccsc2)csc1C
2	Cc1csc2c(N3CCC(C(=O)O)CC3)ncnc12

# Screens (PubChem BioAssay)

# This is a subset; the hit share may differ from the screen's.
